# Anthrax LF prot: Bacillus anthracis LF protease inhibitors, primary screen, biochemical, multiplex microsphere, MLPCN library. 360,000 compounds, 0.12% hits. inhibition, % at 10 µM. Lethal factor (Bacillus anthracis), P15917. multiplex microsphere protease cleavage assay; note: plate controls were buffer without enzyme for full effect and enzyme alone for no effect
# Target sequence (P15917 whole entry, looked up): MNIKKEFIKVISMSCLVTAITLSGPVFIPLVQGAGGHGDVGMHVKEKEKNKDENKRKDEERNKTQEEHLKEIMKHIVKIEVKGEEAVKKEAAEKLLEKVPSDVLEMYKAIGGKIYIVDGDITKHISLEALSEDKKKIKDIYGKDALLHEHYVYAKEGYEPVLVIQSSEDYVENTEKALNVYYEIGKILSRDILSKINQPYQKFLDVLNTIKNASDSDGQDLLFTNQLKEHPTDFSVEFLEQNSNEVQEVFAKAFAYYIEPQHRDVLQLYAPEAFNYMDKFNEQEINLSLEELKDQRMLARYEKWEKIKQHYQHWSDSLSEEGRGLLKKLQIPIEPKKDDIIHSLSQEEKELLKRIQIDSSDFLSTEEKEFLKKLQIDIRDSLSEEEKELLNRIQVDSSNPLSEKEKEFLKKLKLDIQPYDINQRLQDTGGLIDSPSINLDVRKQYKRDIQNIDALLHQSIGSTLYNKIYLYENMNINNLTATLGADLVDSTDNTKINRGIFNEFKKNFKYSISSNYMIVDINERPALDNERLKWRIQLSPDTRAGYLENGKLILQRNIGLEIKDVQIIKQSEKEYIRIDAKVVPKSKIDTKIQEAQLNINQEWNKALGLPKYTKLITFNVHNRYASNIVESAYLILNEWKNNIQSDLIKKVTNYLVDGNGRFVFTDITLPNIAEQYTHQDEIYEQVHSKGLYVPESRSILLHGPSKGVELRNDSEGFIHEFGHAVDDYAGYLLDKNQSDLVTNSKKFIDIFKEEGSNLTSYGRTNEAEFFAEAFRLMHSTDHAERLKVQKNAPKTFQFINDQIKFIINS
# BioA inh: M. tuberculosis BioA enzyme inhibitors, primary screen, biochemical, plate reader, single point, HTS; 7,8-diaminopelargonic acid synthase BioA (Mycobacterium tuberculosis); purified M. tuberculosis BioA enzyme; inhibition, % at 9.99 µM; 360,000 compounds, 0.096% hits; AID 602481, 2012; in the data active = inhibition above about 40%; inconclusive = no clear call, values can overlap the other calls
# PfHsp40 rescue: rescue of yeast from PfHsp40 toxicity, primary screen, S. cerevisiae, ATP luminescence; S. cerevisiae expressing PfHsp40, growth rescue; growth rescue, % at 12.5 µM; 340,000 compounds, 0.68% hits; AID 504582, 2011; in the data active = growth rescue above about 28%, passing the limit was not always enough; inconclusive = no clear call, values can overlap the other calls;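 note: yeast W303a lacking pdr1 and pdr3 grown in galactose medium; growth measured after three days at 30 °C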
# FBA Mtb inh: Mtb FBA enzyme inhibitors, primary screen, biochemical, fluorescence, strain H37Rv. Fructose-bisphosphate aldolase (Mycobacterium tuberculosis (strain ATCC 25618 / H37Rv)), …. purified M. tuberculosis FBA, fluorescence read-out. inhibition, % at 1 µM. 360,000 compounds, 2.3% hits. AID 588726, 2011; in the data active = inhibition above about 27%;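 note: 0% = vehicle and 100% = reference inhibitor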
# GDH-TPI counter: GDH-TPI coupling enzyme inhibitors, primary screen, artefact control for M. tuberculosis FBA inhibitor project, biochemical, absorbance, full deck; GDH-TPI coupled enzyme counterscreen, NADH absorbance; inhibition, % at 4.8 µM; 360,000 compounds, 1.2% hits; AID 588335, 2011; in the data active = inhibition above about 30%;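 note: 0% = DMSO wells and 100% = wells lacking the enzyme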
# UGM FP inh: M. tuberculosis UGM enzyme inhibitors, primary screen, biochemical, fluorescence polarization, single point | 320,000 compounds, 0.06% hits | purified UGM, fluorescence polarization probe displacement | UDP-galactopyranose mutase (Mycobacterium tuberculosis (strain ATCC 25618 / H37Rv)), … | inhibition, % at 10 µM; in the data active = inhibition above about 10%, passing the limit was not always enough; inconclusive = no clear call, values can overlap the other calls
# FadD28 FP inh: inhibitors of FadD28 bisubstrate probe binding, primary screen, biochemical, fluorescence polarization, single point; 360,000 compounds, 0.22% hits; inhibition, % at 12.5 µM; in the data active = inhibition above about 8.5%, passing the limit was not always enough; inconclusive = no clear call, values can overlap the other calls
# BoNT A protease: BoNT/A light chain protease inhibitors, primary screen, biochemical, flow cytometry, MLPCN library; Botulinum neurotoxin type A light chain protease (Clostridium botulinum A str. ATCC 3502); multiplex microsphere protease substrate cleavage; inhibition, % at 10 µM; 360,000 compounds, 0.17% hits; note: plate controls were buffer without enzyme for full effect and enzyme alone for no effect
# BoNT F protease: BoNT/F light chain protease inhibitors, primary screen, biochemical, flow cytometry, MLPCN library | AID 588497, 2011 | Multiplex microsphere protease cleavage assay | inhibition, % at 10 µM | Botulinum neurotoxin type F light chain protease (Clostridium botulinum) | 360,000 compounds, 0.22% hits; in the data active = inhibition above about 35%, passing the limit was not always enough; inconclusive = no clear call, values can overlap the other calls; note: plate controls were buffer without enzyme for full effect and enzyme alone for no effect
# Numbers without * were called inactive; ? = inconclusive; . = no result given; & = joins results of further samples. Cut-off read from the data, not from the text of the source, unless noted: active = inhibition above about 30%; inconclusive = no clear call, values can overlap the other calls; inactive = below that.
entry	SMILES	Anthrax LF prot	BioA inh	PfHsp40 rescue	FBA Mtb inh	GDH-TPI counter
1	Cc1cc(N)n(-c2ncnc3scc(-c4ccccc4)c23)n1	10	-2.3	1.1	-5	4
2	O=C(CN1C(=O)NC(c2ccccc2)(c2ccccc2)C1=O)NC1CCCCC1	-7	-2.6	-0.5	-3	-3
3	CC(C)CNC(=O)C1CCCN1S(=O)(=O)c1ccc(Cl)cc1 (stereo unspecified)	-2	0.7	-0.9	2	4
4	CC(C)CC(=O)Nc1ccc2oc(-c3ccncc3)nc2c1	2	0.7	0.4	21	9
5	CC1Nc2ccccc2C(=O)N1NC(=O)c1ccc(Br)cc1 (stereo unspecified)	-9	.	0.2	2	0
6	CCn1c(SCC(=O)NC2CCCCC2)nnc1-c1ccccc1F	-3	0.5	-1.3	1	-3
7	Cn1c(COc2ccccc2)nnc1SCc1nc2ccccc2[nH]1	-2	9.1	1.4	0	6
8	CCCCCCn1c(O)c(C=NCCN2CCCCC2)c(=O)[nH]c1=O	1	.	-0.1	-1	0
9	NC(=O)C1CCN(c2ccc3c(c2)S(=O)(=O)c2ccccc2C3=O)CC1	-2	-1.6	-0.5	-11	8
10	O=C(NC1CCN(C(=O)NCc2ccccc2)CC1)c1ccccc1	7	.	-0.9	-5	-2
11	O=C(O)CCC(=O)Nc1ccc(-c2csc(Nc3cccc4ccccc34)n2)cc1	-3	1.8	-1.5	5	7
12	COc1cc(C(=O)O)ccc1OCc1c(C)noc1C	0	-0.5	0.0	-2	-15
13	c1ccc2c(c1)c1cccc3ccc4cccc2c4c31	-9	-2.1	-1.5	55*	21
14	COc1ccc(Cn2c(=O)[nH]c3cc(C(=O)N4CCN(c5ccccc5)CC4)ccc3c2=O)cc1	13	5.2	0.1	-2	-7
15	Nc1ccc(C(=O)N/N=C/c2cccc(Oc3ccccc3)c2)cc1	3	-0.4	-0.1	-1	17

entry	UGM FP inh	FadD28 FP inh	BoNT A protease	BoNT F protease
1	-0.2	0.1	-0.6	-18
2	.	-2.7	-1.5	1
3	1.5	-1.3	-1.5	-10
4	-0.8	-2.0	0.0	-3
5	-3.6	-1.0	-0.3	-5
6	1.3	.	1.4	5
7	-0.8	0.0	1.6	3
8	-1.9	-3.4	-0.3	-4
9	4.0	-2.7	0.7	0
10	-4.7	.	0.1	-16
11	-0.3	1.4	0.0	-2
12	0.2	-3.7	-1.4	-2
13	0.0	-1.6	0.9	-14
14	0.0	-3.9	0.0	20
15	-2.6	-14	-0.1	-4

entry	SMILES	Anthrax LF prot	BioA inh	PfHsp40 rescue	FBA Mtb inh	GDH-TPI counter
16	O=C(CNC(=O)OCc1ccccc1)NCC(=O)NC(Cc1c[nH]c2ccccc12)C(=O)O (stereo unspecified)	-5	-0.7	.	0	.
17	c1ccc(OCc2cc(-c3ccccc3)no2)cc1	-9	.	1.2	-4	-13
18	CC1CCCN(C(=O)CCNC(=O)Cn2cnc3ccccc3c2=O)C1 (stereo unspecified)	-2	.	-0.8	4	1
19	OC1(c2ccc(F)cc2)CC2CCC(C1)N2Cc1nnnn1C1CCCC1 (stereo unspecified)	-1	.	-2.0	-2	-1
20	O=C(c1n[nH]c2ccccc12)N1CCN(S(=O)(=O)c2ccc(Cl)cc2)CC1	0	1.6	3.7	-1	3
21	COc1cccc(-c2cc(C(=O)N/N=C/c3cccc(OC)c3OC)c3ccccc3n2)c1	-1	.	-0.9	-2	7
22	Cc1ncc([N+](=O)[O-])n1CCOC(=O)c1ccc(Br)cc1	0	.	-1.0	-2	3
23	CCOC(=O)c1sc(N)c(C#N)c1COC(=O)C1=COCCO1	9	-2.5	0.0	0	16
24	COc1ccc2nc(C)cc(N3CC(C)OC(C)C3)c2c1 (stereo unspecified)	0	1.3	-0.8	1	5
25	Nc1nc(SCC(=O)Nc2ccc3c(c2)CCC3)n[nH]1	0	.	-0.6	1	8
26	CCCNC(=O)C1(C)CCCN(CC(=O)c2ccc3c(c2)OCCO3)C1 (stereo unspecified)	-6	-1.7	.	-1	4
27	Oc1c(Br)cc(Br)cc1C=NCc1ccc(F)cc1	-4	.	.	-5	5
28	CC1CCCN(S(=O)(=O)c2cc3c4c(c2)C(C)C(=O)N4CCC3)C1 (stereo unspecified)	-2	0.0	0.3	-2	4
29	O=C(/C=C/c1ccccc1[N+](=O)[O-])OCC(=O)N1CCCC1	6	0.8	49*	0	7
30	COC(=O)c1oc(-c2ccc(Cl)cc2)nc1C	2	.	0.1	1	-1

entry	UGM FP inh	FadD28 FP inh	BoNT A protease	BoNT F protease
16	.	-2.4	0.1	-3
17	0.4	-3.1	0.9	-1
18	0.8	2.0	-6.4	-21
19	-0.6	-3.5	0.9	5
20	0.3	-3.5	-3.7	1
21	-1.0	-4.6	?	?
22	-0.2	0.2	-0.7	1
23	-0.7	-0.7	-0.2	-1
24	-2.2	-4.4	1.2	-1
25	-1.1	-1.7	0.6	-5
26	.	-0.8	-0.3	8
27	-0.2	-3.1	0.0	-3
28	1.5	-2.9	0.2	-4
29	0.0	.	-0.4	-2
30	-0.3	-0.2	0.5	3

# As entered above.
# BoNT A protease result of `COc1ccc2nc(C)cc(N3CC(C)OC(C)C3)c2c1` (stereo unspecified) reads 1.2
# BioA inh result of `O=C(CNC(=O)OCc1ccccc1)NCC(=O)NC(Cc1c[nH]c2ccccc12)C(=O)O` (stereo unspecified) reads -0.7

# The list continues:
entry	SMILES	Anthrax LF prot	BioA inh	PfHsp40 rescue	FBA Mtb inh	GDH-TPI counter
31	CCOC(=O)C1CCCN(C(=O)c2ccc3c(c2)N(Cc2ccccc2)C(=O)c2ccccc2S3=O)C1 (stereo unspecified)	-2	.	-0.5	-3	-3
32	Nc1nc(Nc2ccc(Cl)cc2Cl)nc(C(F)(F)F)n1	0	-5.8	-0.3	-1	8
33	CCN1C(=O)[C@H]2[C@@H](c3ccc(C)cc3)N[C@]3(CCCN(Cc4ccccc4)C3=O)[C@H]2C1=O	-4	-3.8	.	0	1
34	Cc1occc1-c1nnc(SCC(=O)N2CCOCC2)n1Cc1ccco1	0	0.1	-0.6	-1	2
35	Cn1cc(/C=C2\SC(=S)N(NC(=O)c3ccccc3)C2=O)c2ccccc21	3	-0.5	-0.3	-9	21
36	COC(=O)CSc1ncccc1-c1nc2ccccc2[nH]1	3	.	-0.5	2	24
37	CCOC(=O)C(NC(=O)CC)(Nc1ccccc1)C(F)(F)F (stereo unspecified)	-2	0.4	0.3	-2	6
38	Cc1ccccc1Cn1c(C)nc2ccccc21	-3	0.8	1.9	-3	-17
39	Cc1sc2ncnc(SCC(=O)Nc3cccc(S(N)(=O)=O)c3)c2c1C	10	0.7	0.3	0	0
40	C[C@@H]1CCCCO[C@@H](CN(C)CC2CC2)[C@@H](C)CN([C@H](C)CO)C(=O)c2cc(N(C)C)ccc2O1	1	1.0&-1.4	.	-2	9
41	COCCN(C(=O)COC(=O)c1nc(Cl)ccc1Cl)c1c(N)n(Cc2ccccc2)c(=O)[nH]c1=O	-2	0.4	0.4	-3	4
42	CC1NC(=O)c2cc3ccccc3cc2-n2c1nc1ccc(F)cc1c2=O (stereo unspecified)	-12	-0.4	.	-2	11
43	O=C(CCc1ccc(S(=O)(=O)NC2CCCCC2)cc1)NCc1ccccc1	-1	-4.5	-0.1	-2	0
44	S=C(NCc1cccnc1)Nc1cccc(Cl)c1	-3	2.4	-1.3	0	8
45	CN(C)c1nc(-c2ccccc2)[n+](C)s1	2	0.2	0.2	3	4

entry	UGM FP inh	FadD28 FP inh	BoNT A protease	BoNT F protease
31	2.2	0.0	-0.4	0
32	0.3	-1.9	-0.4	-12
33	.	-0.5	-0.8	-5
34	-0.8	-0.4	0.7	-2
35	-3.1	2.0	2.2	12
36	0.1	-0.7	0.7	-3
37	0.5	-3.2	-0.1	0
38	1.4	-5.9	1.7	-6
39	-0.2	-4.6	0.9	-1
40	.	-1.7	-0.7	-3
41	4.0	-4.8	3.3	46*
42	.	-0.2	-0.6	-13
43	.	-0.6	-0.1	-2
44	-1.2	-3.1	-0.6	-8
45	3.0	0.0	-0.4	1

# The list goes on, starting with the last two of the part before.
entry	SMILES	Anthrax LF prot	BioA inh	PfHsp40 rescue	FBA Mtb inh	GDH-TPI counter
44	S=C(NCc1cccnc1)Nc1cccc(Cl)c1	-3	2.4	-1.3	0	8
45	CN(C)c1nc(-c2ccccc2)[n+](C)s1	2	0.2	0.2	3	4
46	CC1CCCCC1NC(=O)CN1C(=O)NC(C)(c2ccc(OC(F)F)cc2)C1=O (stereo unspecified)	-2	.	0.9	0	-7
47	O=C(CSc1nnc(-c2ccc(F)cc2)o1)NC1CCCC1	3	1.1	-1.3	4	-4
48	O=C(Cc1sc(Nc2ccccc2)nc1-c1ccccc1)NCc1ccccc1	-1	.	3.5	0	1
49	COc1ccccc1CNC(=O)CN1C(=O)NC(Cc2ccccc2)(c2ccccc2)C1=O (stereo unspecified)	2	-0.1	-0.4	0	4
50	Cc1cc(=O)[nH]c2[nH][nH]c(=O)c12	7	-0.4	?	4	0
51	Cc1cccc(C)c1-n1c(C)cc(/C=C2\C(=O)NN(c3ccccc3)C2=O)c1C	-4	0.6	0.9	0	33*
52	Cc1nc2scc(C)n2c(=O)c1S(=O)(=O)N1CCN(c2cccc(C(F)(F)F)c2)CC1	12	1.6	10	5	6
53	Cc1ccccc1NC(=O)C(C#N)Cc1cccnc1 (stereo unspecified)	0	3.1	0.5	-3	6
54	C/C=C/c1ccc(OCC(=O)O)c(OC)c1	-2	-3.8	-1.3	2	24
55	CC1(C(=O)NS(=O)(=O)c2ccccc2)CCN1C(=O)CC1CCCCC1 (stereo unspecified)	-1	-0.4	.	-2	-4
56	CCCCN(C=O)c1c(CC)nc2c(OCc3ccccc3C)cccn12	4	4.6	.	-1	12
57	CCn1cc(CN2CCN(CCC(C)C)C(CCO)C2)c2ccccc21 (stereo unspecified)	-6	0.0	0.7	0	3
58	COC(=O)c1sccc1NC(=O)C1C2C=CC(C2)C1C(=O)O (stereo unspecified)	-4	-0.4	0.2	1	-7
59	COc1ccc(Cc2nnc(CCc3ccccc3)s2)cc1	-9	1.2	-1.0	0	19
60	CCn1c(CC(=O)Nc2ccc(C)c(Cl)c2)nnc1SCC(=O)Nc1nc(C)cs1	-7	.	-1.3	2	8
61	CNc1nc(CC(C)=O)ns1	-3	-1.6	0.8	0	0

entry	UGM FP inh	FadD28 FP inh	BoNT A protease	BoNT F protease
44	-1.2	-3.1	-0.6	-8
45	3.0	0.0	-0.4	1
46	-1.1	-3.8	0.1	-1
47	.	-2.1	1.0	6
48	2.4	-1.8	-1.2	-8
49	-1.8	-1.7	-0.9	-11
50	.	0.3	-0.2	6
51	-2.3	-0.6	1.4	-2
52	-2.6	0.0	-1.7	1
53	2.9	0.3	-0.2	-4
54	0.0	-1.8	0.5	-2
55	.	-3.5	0.4	-3
56	.	0.1	-0.9	-3
57	-1.2	-4.4	2.9	-6
58	0.9	-3.0	-0.5	3
59	1.6	-0.1	-1.7	-14
60	0.0	-2.1	1.7	0
61	0.9	0.8	-0.5	4

# Source: PubChem BioAssay
